Assay outcomes from PubChem.
TDP2 inh = human TDP2 enzyme inhibitors, primary screen, biochemical, epi absorbance, recombinant enzyme | 0.34% of 370,000 active | AID 720702, 2013 | T5PNP hydrolysis, p-nitrophenol absorbance 415 nm | inhibition, % at 12.8 µM;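 active = inhibition above the mean of all tested compounds plus 3 SD, set per campaign, cut at about 25% in these data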;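 also: 0% = DMSO with enzyme and 100% = buffer with substrate but no TDP2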
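test system = human TDP2 enzyme | input = TDP2 enzyme at 120 nM final | medium = 50 mM Tris-HCl pH 7.5 with Mg2+, KCl, DTT, BSA | also added = T5PNP substrate, 5 mM | times = 2 h at 37 °C | technique = epi absorbance | benchmarks = high control without enzyme, low control DMSO plus TDP2 | replication = each compound tested once, singlicate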
SIAE inh = human SIAE inhibitors, primary screen, biochemical, fluorescence polarization, FP-Rh probe, 1536-well HTS | Sialate O-acetylesterase (Homo sapiens), Q9HAT2 | SIAE FP-Rh probe binding | inhibition, % at 9.66 µM | 0.69% of 370,000 active;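 active = inhibition above a cutoff: mean of compounds within the control limits plus 3 SD of those, cut at about 17% in these data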;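 also: 0% = plate median of compound wells and 100% = probe without SIAE protein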
Target sequence (Q9HAT2 whole entry, looked up): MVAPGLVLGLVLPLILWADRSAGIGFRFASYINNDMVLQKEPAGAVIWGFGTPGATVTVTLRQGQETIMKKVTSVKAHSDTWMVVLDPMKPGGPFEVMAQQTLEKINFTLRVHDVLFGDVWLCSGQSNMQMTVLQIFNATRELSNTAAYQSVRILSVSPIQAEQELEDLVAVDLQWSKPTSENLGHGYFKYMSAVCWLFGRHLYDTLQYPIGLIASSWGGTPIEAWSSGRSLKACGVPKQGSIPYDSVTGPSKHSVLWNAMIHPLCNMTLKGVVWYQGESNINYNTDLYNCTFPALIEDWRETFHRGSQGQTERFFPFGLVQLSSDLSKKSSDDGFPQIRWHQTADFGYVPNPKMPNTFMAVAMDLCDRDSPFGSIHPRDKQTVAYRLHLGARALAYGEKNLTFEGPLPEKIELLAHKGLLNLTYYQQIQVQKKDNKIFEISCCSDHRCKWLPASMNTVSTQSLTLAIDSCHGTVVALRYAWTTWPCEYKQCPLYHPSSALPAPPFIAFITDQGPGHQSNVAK
Rev-erbA mod = modulators of Rev-erb alpha DNA binding, primary screen, biochemical, FITC-DNA, fluorescence polarization, uHTS. Nuclear receptor subfamily 1 group D member 1 (Homo sapiens), P20393. Rev-erbα–FITC-DNA binding, 90 min. activity, % at 10 µM. 0.79% of 370,000 active;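 active = activity above about 14%, limit read from the data; passing the limit was not always enough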;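 also: 0% = DMSO wells with 35 nM protein and 100% = DMSO wells with 750 nM protein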
ABHD4 inh = ABHD4 inhibitors, primary screen, biochemical, fluorescence polarization, mouse. purified mABHD4, FP-Rh probe fluorescence polarization. inhibition, % at 8.92 µM. 0.54% of 370,000 active;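 active = inhibition exceeding the mean over every tested compound plus 3 SD, cut at about 30% in these data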;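 also: 0% = plate median of compound wells and 100% = S159A mutant with DMSO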
Target sequence (Q8VD66 whole entry, looked up): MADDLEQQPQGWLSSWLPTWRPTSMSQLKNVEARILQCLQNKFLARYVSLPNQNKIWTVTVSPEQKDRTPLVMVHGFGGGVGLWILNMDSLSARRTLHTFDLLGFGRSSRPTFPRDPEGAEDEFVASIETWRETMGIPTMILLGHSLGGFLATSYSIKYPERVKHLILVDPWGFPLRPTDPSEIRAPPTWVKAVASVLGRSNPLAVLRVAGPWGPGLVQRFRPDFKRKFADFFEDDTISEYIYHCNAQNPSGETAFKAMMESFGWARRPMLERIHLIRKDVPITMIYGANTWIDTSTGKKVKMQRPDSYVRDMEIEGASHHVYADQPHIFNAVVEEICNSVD
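Assay system: mouse ABHD4 enzyme, wild type / Also added: fluorescent activity-based probe FP-Rh / Doses: single nominal dose of 8.92 µM, 0.89% DMSO final / Timing: 45 min compound pre-incubation plus 60 min probe step, 25 °C / Signal: FP readout, ex 525 nm / em 598 nm / Control set: S159A mutant/DMSO as 100%, compound-well median as 0%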
LEDGF integ inh = blockers of LEDGF/p75-dependent integrase strand transfer – biochemical, TR-FRET, high throughput, primary screen; 0.64% of 370,000 active; TR-FRET IN-LEDGF/p75 DNA integration, Eu/Cy5; HIV-1 integrase (with human LEDGF/p75); inhibition, % at 3.7 µM; AID 743269, 2014;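 active = inhibition above the screen-wide mean plus 3 SD, cut at about 13% in these data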;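 also: signal is the Cy5 over europium emission ratio at 671 and 618 nm; 0% = plate median of compound wells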
rCAG RNA binder = binders of r(CAG) RNA repeats, primary screen, biochemical, fluorescence; 1.3% of 370,000 active; r(CAG) RNA repeat, TO-PRO-1 dye displacement fluorescence; AID 651821, 2012; inhibition, % at 3 µM;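 active = inhibition above the plate cutoff, the mean of all test compounds on that plate plus 3 SD, cut at about 35% in these data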;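 also: 0% = DMSO alone and 100% = 100 µM mitoxantrone as full dye displacement; higher means more dye released from RNA so lower well fluorescence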
HTRA1 inh = HTRA1 serine protease inhibitors, primary screen, biochemical, fluorescence polarization, HTS | inhibition, % at 5.96 µM | Q92743 | 0.5% of 340,000 active | recombinant HTRA1, FP-rhodamine activity-based probe | AID 504803, 2011; in the data active = inhibition above about 36%;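 also: 0% = enzyme with DMSO and 100% = wells lacking enzyme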
TCR-CD3 inh = inhibitors of human TCR-CD3 interaction, primary screen, biochemical, fluorescence, TAMRA-labeled TCR probe; inhibition, % at 9.4 µM; 0.37% of 360,000 active; AID 651800, 2012; in the data active = inhibition above about 19%;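 also: recombinant mutant TCR 2C K166C tagged with TAMRA read by polarization; 0% = receptor in buffer alone and 100% = receptor with positive control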
PRMT1 FP inh = PRMT1 methyltransferase inhibitors, primary screen, biochemical, fluorescence polarization. Protein arginine N-methyltransferase 1 (Homo sapiens), Q99873. recombinant PRMT1, activity-based probe fluorescence polarization. inhibition, % at 2.79 µM. 1.3% of 370,000 active. AID 652257, 2013;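 active = inhibition above about 21% made by adding two undisclosed values, limit read from the data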
PG9 Ab binder = binders of HIV-1 gp120 antibody PG9, primary screen, biochemical, TR-FRET; AID 624416, 2012; TR-FRET gp120-PG9 antibody binding; inhibition, % at 6.7 µM; 0.43% of 360,000 active; in the data active = inhibition above about 8.5%
Active calls of the source: *; . = not tested or not shown. Not all compounds are listed; rates above refer to the full screens.

item	SMILES	TDP2 inh	SIAE inh	Rev-erbA mod	ABHD4 inh	LEDGF integ inh
1	OC(COc1ccc(F)cc1Cl)CN1CCC(Cc2ccccc2)CC1 (stereo not given)	3	-10	0	10	-1
2	CCOC(=O)c1c(C)[nH]c(C)c1S(=O)(=O)NCc1ccccc1OCC	-4	-4	0	-6	7
3	COCCNC(=O)C(OC(=O)C1=Cc2ccccc2OC1)C(C)C (stereo not given)	-2	3	0	6	4
4	O=C(CCCN1C(=O)C(c2ccccc2)Oc2cccnc21)NCc1ccccc1F (stereo not given)	11	4	5	3	5
5	CCC(C)(C)NC(=O)CN(C(=O)c1snc(C(N)=O)c1N)c1ccc2nc(C)sc2c1	1	-5	2	4	-3
6	C[C@@H]1CN([C@@H](C)CO)C(=O)c2cc(NC(=O)c3ccccc3)ccc2O[C@@H](C)CCCCO[C@@H]1CN(C)Cc1ccc(C(F)(F)F)cc1	-14	-12	-8	-20	2
7	COc1ccc(/C=C/C(=O)c2nc3ccccc3n2CC(=O)c2ccc(OC)cc2)cc1	-16	-6	-1	-3	1
8	Cc1nc2ccccc2c(=O)n1NC(=O)c1ccccc1[N+](=O)[O-]	4	-1	-6	-2	3
9	CC(C)(C)N1C(=O)[C@H]2[C@@H](c3ccc(Br)cc3)N3C(=O)N(c4cccc(Cl)c4)C(=O)[C@@]3(Cc3ccccc3)[C@H]2C1=O	2	-9	-3	3	1
10	COc1ccc(C(=O)Nc2c(N)nc(SCC(=O)NCC3CCCO3)[nH]c2=O)cc1 (stereo not given)	2	6	2	-3	-1
11	CC(=O)Nc1ccc(S(=O)(=O)Nc2nc3ccc([N+](=O)[O-])cc3s2)cc1	8	-8	-2	2	2
12	CC(NC(=O)Cc1ccsc1)c1ccc(F)cc1 (stereo not given)	-2	9	1	0	2
13	Cc1cccc(Nc2nc(N)nc(CN3CCN(c4ccc(F)cc4)CC3)n2)c1	-4	3	0	2	1
14	O=C(O)CCn1cc(C(=O)O)c(-c2ccccc2)n1	18	2	-1	-2	-2
15	COc1cccc(NC(=O)CN(C)C(C)C(=O)Nc2cc([N+](=O)[O-])ccc2Cl)c1 (stereo not given)	-3	4	1	-5	-1

item	rCAG RNA binder	HTRA1 inh	TCR-CD3 inh	PRMT1 FP inh	PG9 Ab binder
1	1	1	6	2	-0.9
2	-1	-3	8	-6	-0.7
3	-5	-9	-1	-1	-1.9
4	-6	-8	-2	-1	0.7
5	-2	-4	-7	3	0.8
6	8	-48	-2	9	-2.4
7	13	-39	0	1	-0.1
8	3	3	3	-4	-1.1
9	2	-65	2	1	-1.6
10	-2	0	-4	-1	0.0
11	18	-6	0	-1	-2.1
12	2	-4	-1	-2	0.6
13	-1	-4	-5	-1	-0.9
14	-1	-1	4	0	-0.5
15	24	-6	-1	0	-2.4

Whole records, quoted from the list:
C[C@@H]1CN([C@@H](C)CO)C(=O)c2cc(NC(=O)c3ccccc3)ccc2O[C@@H](C)CCCCO[C@@H]1CN(C)Cc1ccc(C(F)(F)F)cc1 reads TDP2 inh: -14; SIAE inh: -12; Rev-erbA mod: -8; ABHD4 inh: -20; LEDGF integ inh: 2; rCAG RNA binder: 8; HTRA1 inh: -48; TCR-CD3 inh: -2; PRMT1 FP inh: 9; PG9 Ab binder: -2.4
CCC(C)(C)NC(=O)CN(C(=O)c1snc(C(N)=O)c1N)c1ccc2nc(C)sc2c1 reads TDP2 inh: 1; SIAE inh: -5; Rev-erbA mod: 2; ABHD4 inh: 4; LEDGF integ inh: -3; rCAG RNA binder: -2; HTRA1 inh: -4; TCR-CD3 inh: -7; PRMT1 FP inh: 3; PG9 Ab binder: 0.8

The results go on:
item	SMILES	TDP2 inh	SIAE inh	Rev-erbA mod	ABHD4 inh	LEDGF integ inh
16	COc1ccc(N(CC(=O)NCc2cccnc2)S(=O)(=O)c2ccccc2[N+](=O)[O-])c(OC)c1	-2	12	1	-1	-2
17	C=CCn1c(C)cc(C(=O)COC(=O)c2cncc(Br)c2)c1C	-5	16	-2	6	-1
18	Cc1cc(=O)oc2ccc(OCC(=O)N(Cc3ccc(F)cc3)Cc3ccco3)cc12	-6	-4	-4	-1	0
19	Cc1c(CC(=O)O)c(=O)oc2cc(OCc3ccc(F)cc3Cl)ccc12	11	-9	-1	4	0
20	CCOc1ccc(OCC)c(NC(=O)C2CCN(c3cnccn3)CC2)c1	-8	0	2	7	-2
21	Cc1ccccc1N/C(SCc1ccc(Cl)cc1)=C(/C#N)C(=O)NCc1ccco1	-1	-6	3	-12	3
22	O=C1CC(c2cccc([N+](=O)[O-])c2)c2cc3c(cc2N1)CCC3 (stereo not given)	18	-1	4	-4	2
23	O=C1CSC(=Nc2cccc([N+](=O)[O-])c2)N1	6	-7	3	2	-2
24	Cc1ccc(-c2ccc3c(c2)O[C@H](CN(C)C(=O)Nc2ccc(C(F)(F)F)cc2)[C@H](C)CN([C@H](C)CO)S3(=O)=O)cc1	-2	-22	-1	-32	2
25	CN1c2ccccc2C(=O)/C(=C\Nc2ccc(F)cc2F)S1(=O)=O	7	0	9	-2	1
26	CC(Oc1ccc(Cl)cc1Cl)C(=O)Nc1cccc(O)c1 (stereo not given)	4	-2	1	-2	-5
27	CCN1CCCC1CNC(=O)C(=O)Nc1ccc(OC)cc1 (stereo not given)	2	13	-5	-2	-2
28	OC(COc1ccccc1)CN1CCOCC1 (stereo not given)	-13	4	-3	-4	-3
29	COC(=O)C1CSC(c2ccc(Cl)cc2)N1C(=O)c1ccccc1 (stereo not given)	-3	-2	-2	4	-3
30	Cc1nc[nH]c(=O)c1Br	-5	0	0	-2	-1

item	rCAG RNA binder	HTRA1 inh	TCR-CD3 inh	PRMT1 FP inh	PG9 Ab binder
16	-2	-3	7	-2	-0.2
17	6	-7	6	2	0.7
18	-5	-27	6	0	-0.2
19	27	0	3	1	3.8
20	-4	10	4	0	-1.7
21	5	-30	-4	3	3.7
22	-1	-14	4	0	-1.1
23	-1	-4	1	2	0.4
24	11	.	7	-2	-0.1
25	6	7	-4	2	0.9
26	-1	0	-7	0	-0.7
27	-4	-7	2	1	-0.6
28	-1	5	2	-2	-0.6
29	-5	-6	-1	4	2.0
30	-2	3	-13	1	-0.9

Next structures.
item	SMILES	TDP2 inh	SIAE inh	Rev-erbA mod	ABHD4 inh	LEDGF integ inh
31	COc1cccc(C(O)CC(N)=O)c1 (stereo not given)	-2	2	-3	1	4
32	CCCS(=O)(=O)NC(=O)C1(C)CCCN(C(=O)c2ccc(F)c(Cl)c2)C1 (stereo not given)	3	3	-2	1	0
33	Cc1ccc(-c2c(C(=O)N/N=C/c3ccoc3)nnn2-c2nonc2N)cc1	7	2	0	1	2
34	O=C(CSc1nnc(NC(=O)C2CCC2)s1)Nc1ccc(N2CCOCC2)cc1	-22	4	3	-7	-2
35	COc1ccc(-c2cc(=O)oc3cc(OCC(=O)N[C@@H](Cc4c[nH]c5ccccc45)C(=O)O)ccc23)cc1	-4	-6	3	-3	2
36	Nc1ccccc1-c1nnn(CC(=O)Nc2ccc3c(c2)OCCO3)n1	-2	5	4	-6	-2
37	CC1CCc2sc(C(=O)NCC(c3ccco3)N3CCCCC3)cc2C1 (stereo not given)	0	-3	1	-6	1
38	Cc1nn(-c2nnc(C)c(=O)[nH]2)c(C)c1SCC(=O)Nc1ccc(F)cc1	2	-1	0	7	-2
39	CCSc1nnc(NC(=O)C2C3C=CC(C3)C2C(=O)O)s1 (stereo not given)	1	4	-2	6	-1
40	CSc1nnc(-c2ccccc2N=Cc2c(C)[nH]n(-c3ccccc3)c2=O)c(=O)[nH]1	11	-4	-1	2	-1
41	COc1ccc(C(=O)OCC(=O)Nc2cc(C)on2)c(OC)c1OC	3	4	1	6	-2
42	O=C(CSc1nnc(-c2ccc(Cl)cc2)n1-c1ccccc1)N/N=C/c1ccccc1C(=O)O	10	1	3	-6	6
43	COc1ccc(CNC(=O)CCSc2nc(-c3ccc4c(c3)OCO4)cc(C(F)(F)F)n2)cc1	1	-5	3	-2	1
44	COc1ccc(NC(=S)NCCCCCC(=O)C[N+](=O)[O-])cc1	-1	3	-6	15	-9
45	CCOC(=O)N1CCN(c2ncnc3nc[nH]c23)CC1	1	-2	-2	-3	-1

item	rCAG RNA binder	HTRA1 inh	TCR-CD3 inh	PRMT1 FP inh	PG9 Ab binder
31	1	3	0	-3	0.0
32	5	.	1	2	0.6
33	4	-9	-1	1	-0.8
34	9	12	-4	-2	-2.5
35	56*	-7	3	13	1.8
36	3	-1	-3	0	0.1
37	-6	-19	-3	-1	-0.7
38	6	3	-2	7	1.2
39	0	3	6	1	1.9
40	9	-3	5	2	0.8
41	-5	1	0	5	0.2
42	27	-30	1	-3	0.3
43	0	-3	-8	0	2.5
44	9	5	-8	9	-0.6
45	-1	1	-3	5	-0.4

The listing continues.
item	SMILES	TDP2 inh	SIAE inh	Rev-erbA mod	ABHD4 inh	LEDGF integ inh
46	CN(CCNC(=O)c1ccc(CS(=O)(=O)c2ccc(Br)cc2)o1)CCc1ccccc1	3	-1	14	5	0
47	Cc1cccc(-c2ocnc2C(=O)Nc2ncc(C)s2)c1	4	4	9	7	-1
48	COc1cccc(C(=O)N(Cc2nc(-c3cccc(C)c3)no2)C(C)C)c1OC	-4	3	0	3	-2
49	COc1ccc(CNC(=O)Nc2nc(C(N)Cc3ccc(F)cc3)cs2)cc1 (stereo not given)	1	-6	-10	1	-1

item	rCAG RNA binder	HTRA1 inh	TCR-CD3 inh	PRMT1 FP inh	PG9 Ab binder
46	-10	6	-2	0	-0.5
47	2	-6	1	-2	2.5
48	-5	-12	8	-1	-0.2
49	16	.	-4	8	-0.2

Values in list order from above:
Nos. 6 to 17 in rCAG RNA binder read 8, 13, 3, 2, -2, 18, 2, -1, -1, 24, -2, 6
Nos. 6 to 17 in TCR-CD3 inh read -2, 0, 3, 2, -4, 0, -1, -5, 4, -1, 7, 6

Copied from the list.
no. 47 – PRMT1 FP inh: -2
no. 49 – Rev-erbA mod: -10
